# ER stress rescue: rescue of cells from ER stress-induced death, primary screen, 384-well, CSM14.1, thapsigargin, ATP luminescence (AID 1222). CSM14.1 thapsigargin-induced death rescue, ATP luminescence; higher % means a stronger effect. cellular ATP content (survival), % at 20 µM, or EC50 in µM where a hit was titrated. 190,000 tested, under 10 active;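 active = EC50 below 50 µM in the dose-response confirmation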;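 also: death triggered by thapsigargin at about 15 µM added after 2 h compound pretreatment; cell ATP read after overnight thapsigargin exposure of roughly 18 to 22 hours; normalized against plate controls of thapsigargin alone and 5% DMSO vehicle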
# P. falciparum M17LAP: P. falciparum M17LAP inhibitors, primary screen, biochemical, fluorogenic H-Leu-NHMec substrate, 1536-well (AID 1619); recombinant M17LAP, H-Leu-NHMec fluorogenic kinetic assay; higher % means a stronger effect; inhibition, % at 30 µM; hits with a dose series show IC50 in µM; hit rate 0.38% among 220,000;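 active = compound inhibiting the enzyme by more than half at any dose during confirmatory dose-response retesting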;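 also: plate controls were full reaction with DMSO carrier for no effect and no enzyme background for full effect; strong numbers were not always called active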
# Myeloid diff MLP: compounds promoting myeloid differentiation | hit rate 1% among 360,000 | AID 624256 | calls only at 10 µM | ER-HoxA9 myeloid progenitors, lysozyme-GFP differentiation, flow cytometry;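 active = normalized GFP-positive differentiation at or above the plate's own cutoff, the solvent-only control mean plus 3 SD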;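 also: cells exposed to compound for four days before flow analysis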
# LYP inhibition: PTPN22 lymphoid phosphatase activity blockers – biochemical, fluorescence intensity, uHTS (AID 1779). recombinant LYP phosphatase, fluorescence intensity; higher % means a stronger effect. one-dose inhibition, % at 11.5 µM; IC50 in µM for titrated hits. hit rate 0.054% among 290,000;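 also: plate controls were vehicle with enzyme for no effect and no enzyme for full effect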
# M1AAP inhibition: malaria alanyl aminopeptidase activity blockers – biochemical, fluorogenic H-Leu-NHMec substrate, 1536-well (AID 1445). recombinant M1AAP, H-Leu-NHMec fluorogenic kinetic assay; higher % means a stronger effect. one-dose inhibition, % at 30 µM; IC50 in µM for titrated hits. hit rate 0.42% among 220,000;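 active = primary inhibition above the hit cutoff, then over 50% inhibition at one or more dose response concentrations, cut at about 23% in these data, passing the limit was not always enough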;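 also: plate controls were DMSO full reaction for no effect and no enzyme background for full effect; strong numbers were not always called active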
# PMI inhibition: human PMI inhibitors, high substrate, primary screen, biochemical, fluorescence intensity, high mannose 6-phosphate (AID 1220); hit rate 0.66% among 190,000; inhibition, % at 20 µM; hits with a dose series show IC50 in µM; recombinant PMI enzyme, coupled fluorescence intensity; higher % means a stronger effect
# PMI inhibitors: MPI enzyme activity inhibition – biochemical, fluorescence intensity, coupled assay, primary screen (AID 1209); one-dose inhibition, % at 20 µM; IC50 in µM for titrated hits; purified PMI enzyme, coupled fluorescence intensity; higher % means a stronger effect; hit rate 0.42% among 190,000;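 also: plate controls were DMSO vehicle for no effect and wells lacking substrate for full effect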
# XIAP displacement: small molecules displacing peptide from XIAP – biochemical, IAP family, fluorescence polarization (AID 1018); XIAP BIR domain, fluorescence polarization peptide displacement; higher % means a stronger effect; displacement, % at 20 µM, or IC50 in µM where a hit was titrated; hit rate 0.007% among 200,000; in the data active = displacement above about 50%; also: a part of the inactive calls stands beside numbers as strong as those of hits
# TNAP activators: stimulation of alkaline phosphatase TNAP activity – biochemical, luminescent, no phosphate acceptor, uHTS, primary screen (AID 1001) | purified TNAP, luminescent activation assay, no phosphate acceptor; higher activation fold means a stronger effect | activation fold at 20 µM, or EC50 in µM where a hit was titrated | hit rate 0.03% among 200,000; in the data active = activation fold from about 3, or a potency from the dose series; inactive = the rest, 99 in 100 with activation fold below about 1.6; also: many of its hits are not listed in these tables
# Myeloid diff MLP GFP+ MAC1+ %: further read-out of Myeloid diff MLP, marked with its call; GFP+ MAC1+ double positive, %; measured here: differentiation confirmed by MAC1 staining
# Starred values were filed as active, the others as inactive; i = inactive; nt = not tested or not shown. Rule as the data show it, unless noted: active = inhibition above about 50%; inactive = the rest.
# The line under a structure holds: ER stress rescue | P. falciparum M17LAP | Myeloid diff MLP | Myeloid diff MLP GFP+ MAC1+ % | LYP inhibition | M1AAP inhibition | PMI inhibition | PMI inhibitors | XIAP displacement | TNAP activators
COCCNC(=O)C(c1ccc(C)o1)N(C(=O)c1snc(C(N)=O)c1N)c1ccc(C)c(C)c1 (stereo not drawn)
→ -2.1% | 7% | i | 1.3 | -2% | 16% | 3% | 11% | -2.7% | 1.1
CC(C)(C)c1cc(OC(=O)c2ccncc2)ccc1O
→ -1.8% | -10% | i | 0.8 | -4% | 7% | 38% | 5% | -3.7% | 1.1
CC(=O)Nc1sc(N/N=C\c2ccccc2)nc1-c1cccs1
→ -4.4% | 10% | i | 0.7 | -8% | 15% | 24% | 39% | -4.1% | 0.9
Cc1nnc(NC(=O)C2CCCN(S(=O)(=O)Cc3ccccc3)C2)s1 (stereo not drawn)
→ -0.4% | -5% | i | 1.5 | -6% | 1% | 1% | -4% | -2.0% | 1.1
CN(NC(=O)c1ccc(Cl)cc1)c1nc(-c2ccccc2)nnc1C(F)(F)F
→ -0.5% | 4% | i | 1.0 | 5% | -2% | -2% | 4% | -4.8% | 1.1
COC(=O)CC(CP(=O)(O)CN(C)C=O)C(=O)OC (stereo not drawn)
→ nt | 4% | i | 0.6 | -7% | 1% | nt | nt | nt | nt
O=C1C=C(NCCNc2c(F)c(F)c(CO)c(F)c2F)CCC1
→ -1.9% | -1% | i | 1.4 | 73%* | 5% | 4% | 2% | -7.2% | 1.1
c1ccc(N2CCN(c3nc(NCc4ccco4)c4ccccc4n3)CC2)cc1
→ -1.7% | -1% | i | 0.9 | -4% | 7% | -26% | -10% | -3.8% | 1.1
CCCCNC(=S)N/N=C/c1ccc(OCC(=O)Nc2c(C)cc(C)cc2C)c(OC)c1
→ -2.8% | 3% | i | 0.3 | -9% | -3% | -5% | 12% | -3.2% | 1.1
Cc1ccnc(-n2c(CCN3C(=O)c4ccccc4C3=O)nc3ccccc3c2=O)c1
→ 1.1% | -4% | i | 0.4 | -8% | -4% | 7% | 10% | -0.1% | 1.1
Cc1ncoc1C(=O)N1CCc2c([nH]c3ccccc23)C1C1CCCCC1 (stereo not drawn)
→ 0.7% | 0% | i | 0.2 | -2% | -2% | 14% | 12% | -3.2% | 1.1
Cc1cc(OCC(=O)Nn2cnnc2)ccc1Br
→ 3.7% | 5% | i | 16 | -3% | 0% | 5% | 1% | 2.7% | 1.1
CCOC(=O)C(/C=C(\C#N)C(=O)OCC)=C(/N)N1CCN(c2ccc(OC)cc2)CC1
→ 3.1% | 13% | i | 0.7 | 2% | 13% | -7% | 0% | -4.4% | 1
O=C(Nc1cc(C(F)(F)F)ccc1Cl)c1cc2nc3c(c(C(F)(F)F)n2n1)CCCC3
→ -2.7% | 5% | i | 0.5 | 6% | 1% | -21% | -13% | -5.9% | 1.1
O=[N+]([O-])c1ccc(N2CCN(CCO)CC2)cc1Sc1nc2ccccc2[nH]1
→ -1.6% | 10% | i | 0.0 | -3% | 8% | 13% | 11% | -4.1% | 0.9
CC#CCCCC(=O)Nc1ccc(C(=O)O)cc1
→ -0.7% | 2% | i | 1.8 | -9% | 0% | 1% | 1% | -3.1% | 1.1
CSc1cccc(NC(=S)N(CCCN2CCCC(C)C2)Cc2cccs2)c1 (stereo not drawn)
→ -1.0% | 1% | i | 0.9 | -1% | 1% | 5% | -2% | -3.3% | 1.2
COc1cc(C(=O)NCCSc2ccc(Br)cc2)cc(OC)c1OC
→ -1.3% | 16% | i | 0.2 | 2% | 2% | 5% | 8% | -3.2% | 1.2
Cc1nnc(Sc2cc(C(=O)NCc3ccco3)c3ccccc3n2)s1
→ 0.3% | 7% | i | 1.2 | -3% | 2% | -3% | 9% | -18% | 1.1
OC(CN1CCN(c2cccc(C(F)(F)F)c2)CC1)c1c[nH]c2ccccc12 (stereo not drawn)
→ -2.0% | -9% | i | 1.0 | -8% | 1% | 8% | 15% | -5.3% | 1

# By substructure: those above containing an aryl thioether with sulfur outside any ring (4)
# The line under a structure holds: ER stress rescue | P. falciparum M17LAP | Myeloid diff MLP | Myeloid diff MLP GFP+ MAC1+ % | LYP inhibition | M1AAP inhibition | PMI inhibition | PMI inhibitors | XIAP displacement | TNAP activators
O=[N+]([O-])c1ccc(N2CCN(CCO)CC2)cc1Sc1nc2ccccc2[nH]1
→ -1.6% | 10% | i | 0.0 | -3% | 8% | 13% | 11% | -4.1% | 0.9
CSc1cccc(NC(=S)N(CCCN2CCCC(C)C2)Cc2cccs2)c1 (stereo not drawn)
→ -1.0% | 1% | i | 0.9 | -1% | 1% | 5% | -2% | -3.3% | 1.2
COc1cc(C(=O)NCCSc2ccc(Br)cc2)cc(OC)c1OC
→ -1.3% | 16% | i | 0.2 | 2% | 2% | 5% | 8% | -3.2% | 1.2
Cc1nnc(Sc2cc(C(=O)NCc3ccco3)c3ccccc3n2)s1
→ 0.3% | 7% | i | 1.2 | -3% | 2% | -3% | 9% | -18% | 1.1

# Later entries
# The line under a structure holds: ER stress rescue | P. falciparum M17LAP | Myeloid diff MLP | Myeloid diff MLP GFP+ MAC1+ % | LYP inhibition | M1AAP inhibition | PMI inhibition | PMI inhibitors | XIAP displacement | TNAP activators
CC(c1ccco1)N(C(=O)Nc1ccccc1)C1CCCCC1 (stereo not drawn)
→ 2.2% | 7% | i | 1.3 | -6% | 3% | -3% | -1% | -6.7% | 1
COc1ccc(CC(=O)N2CCc3cc(OC)c(OC)cc3C2O)cc1OC (stereo not drawn)
→ nt | -1% | i | 0.1 | -4% | 8% | nt | nt | nt | nt
COc1ccc(C2SCC(=O)N2CCc2ccc(OC)c(OC)c2)cc1 (stereo not drawn)
→ -1.3% | nt | i | 0.4 | -2% | nt | nt | nt | -1.2% | 1.1
CCc1ncc(C(O)c2cccc3ccccc23)n1C (stereo not drawn)
→ -2.4% | 24% | i | 0.8 | -7% | 5% | -1% | 0% | 2.5% | 1.1
CCn1c(CCn2c3ccccc3c3ccccc32)n[nH]c1=S
→ 0.4% | -1% | i | 1.0 | -1% | 0% | 15% | -5% | -7.4% | 1
COc1ccc(-c2ccc3ccccc3n2)cc1OC
→ 1.5% | -4% | i | 0.3 | -5% | 2% | 2% | 7% | -1.5% | 1
Cc1ccc(S(=O)(=O)N2CCOCC2)cc1NC(=O)COC(=O)c1n[nH]c(=O)c2ccccc12
→ 0.2% | -2% | i | 0.1 | 2% | -1% | -16% | -14% | -2.6% | 1.1
COc1ccccc1Nc1nc2c(s1)CCC2
→ -1.0% | 7% | i | 6.3 | 0% | 0% | 16% | 28% | -5.8% | 1.2
Cn1c(=O)c2c(O)c(C=NCc3ccccc3)c(=O)n(C)c2n(C)c1=O
→ nt | 23% | i | 0.5 | -6% | 3% | nt | nt | nt | nt
CCc1nnc(NC(=O)CSc2nnc(-c3ccccc3O)n2CC)s1
→ -0.6% | 5% | i | 1.0 | -6% | 13% | 12% | 8% | -4.8% | 1
CCc1c(C)[nH]c2nc3ccccc3n2c1=O
→ -0.6% | -5% | i | 0.9 | -3% | 0% | 0% | -8% | -3.7% | 0.5
CC(C)C(=O)Nc1cccc(C(=O)Nc2ccccc2C(=O)O)c1
→ -1.5% | 15% | i | 0.7 | -3% | 3% | -6% | -8% | -0.2% | 1.1
Cc1ccc(NC(=O)c2ccc(NCCCN3CCOCC3)c([N+](=O)[O-])c2)cc1Cl
→ -1.4% | -8% | i | 0.0 | -4% | 9% | 8% | 21% | 7.5% | 1.1
CC(=O)c1cc(F)c(N2CCN(c3ccc([N+](=O)[O-])cc3F)CC2)cc1C
→ -1.6% | 1% | i | 9.6 | -3% | 3% | -4% | -3% | -4.1% | 1
CCOC(=O)C1(Cc2ccc(O)cc2)NC(c2ccco2)C2C(=O)N(c3ccccc3F)C(=O)C21 (stereo not drawn)
→ -0.1% | -3% | i | 0.9 | 2% | 5% | 16% | 15% | 0.1% | 1
Cc1cc(C)nc(NS(=O)(=O)c2ccc(NC(=S)NC(=O)CC(C)C)cc2)n1
→ 25% | 15% | i | 1.2 | 1% | 8% | 6% | 1% | -2.8% | 1.1
CCOC(=O)c1cn2nc(Oc3ccc(C#N)cc3)ccc2n1
→ nt | 6% | i | 0.8 | -8% | 1% | nt | nt | nt | nt
CC1CC(C)CN(C(=O)c2ccc3c(=O)n(Cc4ccc5c(c4)OCO5)c(=S)[nH]c3c2)C1 (stereo not drawn)
→ -1.9% | -4% | i | 0.9 | -1% | 7% | 7% | 2% | -5.6% | 1
Cc1cccc(OCCCC(=O)Nc2ccc(N3CCOCC3)cc2)c1
→ 1.0% | -5% | i | 1.5 | -10% | -1% | 6% | 6% | -5.7% | 1.1
COc1cccc(C(=O)NCCSc2ccc(Br)cc2)c1
→ -0.5% | 11% | i | 0.4 | 1% | 21% | -4% | -7% | -7.9% | 1
Nc1nnc(SCC(=O)N2CCN(c3ccccc3)CC2)n1-c1ccccc1
→ nt | -4% | i | 0.5 | -3% | 17% | -8% | -4% | -0.3% | 1.1
CN(CC(=O)NC1CCCCCCC1)S(=O)(=O)c1cccc2cccnc12
→ 3.0% | -6% | i | 3.3 | -4% | 15% | 0% | 2% | -3.7% | 1.1
O=C(C1CCN(S(=O)(=O)c2ccccc2F)CC1)N1CCc2ccccc2C1
→ -1.2% | 1% | i | 1.0 | -4% | 2% | 13% | 12% | -6.1% | 1
O=C(NC1CCCCC1)C(c1ccccc1)N(Cc1ccc2c(c1)OCO2)C(=O)c1cnsn1 (stereo not drawn)
→ -0.8% | 11% | i | 0.3 | 3% | 1% | 0% | 1% | -7.9% | 1.1
COCCn1c(-c2ccc(Cl)cc2)nc2c(c(=O)c3ccccc3n2C)c1=O
→ 2.2% | 11% | nt | nt | -4% | 0% | -2% | 2% | -5.3% | 1.1
Cc1cc(C)c(S(N)(=O)=O)c(C)c1-n1cnnn1
→ -1.3% | -1% | i | 9.8 | -5% | -6% | -4% | -6% | 2.4% | 0.8
CCSc1nnc(NC(=O)CCCOc2ccc(C)cc2)s1
→ -0.9% | -3% | i | 0.3 | -6% | 1% | 2% | -14% | -1.5% | 0.6
O=C1CCC(=O)N1OCCOc1ccc2c(c1)CCC2
→ -1.8% | -9% | i | 1.0 | -6% | 7% | 9% | 11% | -2.8% | 1.1
CS(=O)(=O)N(CC(=O)N1CCN(c2ccc(F)cc2)CC1)C1CCCCC1
→ -1.2% | 5% | i | 1.3 | -1% | 3% | 10% | 11% | -1.2% | 1.1
CC(C)N1C(=O)CCC1C(=O)NC1CCCC1 (stereo not drawn)
→ -1.7% | 1% | i | 0.9 | -14% | 3% | -5% | -2% | -3.4% | 1.1
COC(=O)c1cccc(N(C(=O)CNC(=O)c2ccco2)C(C(=O)NC2CCCC2)c2ccco2)c1 (stereo not drawn)
→ 1.8% | 7% | i | 0.9 | -6% | 4% | -10% | -1% | -1.9% | 1.1
NC(=O)c1ccc(C23CC4CC(CC(C4)C2)C3)o1
→ -0.3% | 5% | i | 0.4 | -2% | -8% | 1% | -7% | -1.2% | 1.1
COc1ccc(Br)cc1CNC(=O)C1CCN(S(=O)(=O)N2CCCC2)CC1
→ -0.2% | -7% | i | 8.1 | 10% | 5% | -2% | 0% | -3.0% | 1.1
